KCNH2 WT inh = inhibitors of human wildtype KCNH2 potassium channel; hit rate 0.37% among 340,000; Q12809; activity change, % at 1.84 µM; AID 720551; U2OS, BacMam KCNH2, thallium flux FluxOr; active compounds read low;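 active means maximum activity change below -70%; inconclusive means maximum activity change between -70% and -50%; inactive means maximum activity change above -50%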
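U2OS cells were transduced with wild-type KCNH2 virus (2.03 x 10^8 / mL) for 4 h at room temperature, then cultured overnight at 37 C. Thallium flux was read with FluxOr dye. Rate constants were normalized to DMSO controls.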
PKM2 activator = activators of human pyruvate kinase M2; AID 1631; Potency, µM (titrated, usually from 57.5 µM), for the others: top-dose activation, actives largely listed as activators; hit rate 0.34% among 260,000; purified PKM2, Kinase-Glo ATP luminescence, activation; response scale: 0% is enzyme alone, no compound; P14618; further: potency means the concentration at half of the fitted maximal effect; nearly all actives have a fitted effect of over 55% in size
Target sequence (P14618 whole entry, looked up): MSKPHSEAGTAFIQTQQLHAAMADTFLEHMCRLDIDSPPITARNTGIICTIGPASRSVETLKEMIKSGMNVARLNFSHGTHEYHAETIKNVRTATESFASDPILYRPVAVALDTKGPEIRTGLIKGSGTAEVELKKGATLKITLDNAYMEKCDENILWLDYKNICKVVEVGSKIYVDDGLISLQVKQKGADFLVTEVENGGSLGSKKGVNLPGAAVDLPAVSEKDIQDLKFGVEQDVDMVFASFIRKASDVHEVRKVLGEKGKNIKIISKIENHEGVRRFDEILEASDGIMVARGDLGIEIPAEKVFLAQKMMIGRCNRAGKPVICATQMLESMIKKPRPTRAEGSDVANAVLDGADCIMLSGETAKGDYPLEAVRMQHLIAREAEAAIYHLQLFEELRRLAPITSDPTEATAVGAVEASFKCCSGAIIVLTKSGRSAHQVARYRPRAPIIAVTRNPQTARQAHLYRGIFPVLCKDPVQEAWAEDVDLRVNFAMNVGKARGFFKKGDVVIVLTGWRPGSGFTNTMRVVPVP
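Purified hPK-M2 (>95%) run at intermediate activity with 0.1 mM ADP and 0.5 mM PEP in 50 mM imidazole pH 7.2, KCl, MgCl2; 1 h room temperature. ATP formed read by Kinase-Glo luminescence; normalized to uninhibited and no-enzyme controls.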
Chronic BCR inh = inhibitors of chronic active B-cell receptor signaling. ABC-DLBCL IkBa-CBG/CBR reporter, luminescence ratio, 4 h. Potency, µM (top dose mostly 46.1 µM), without a hit: at the highest dose ratio change, negative = lower green/red ratio, usual class: inhibitors. hit rate 0.05% among 340,000. AID 493014; active means well fitted inhibition curve with a large enough effect in the signal ratio, with a control signal flat, not every such curve was filed as active; inconclusive means small, poorly fitted or top-dose-only effect, or effect the other way, or a change in a side signal; the % refers to the signal ratio;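 further: potency means the concentration at half of the fitted maximal effect; plate controls were basal doxycycline-induced cells for no effect and cells given 10 µM MG132 for full effect; MG132 reads +100%, hits lower the ratio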
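TMD8 human ABC-DLBCL cells with doxycycline-inducible IκBα–green luciferase fusion and unfused red luciferase, in 0.5% FBS medium; compounds up to 46 uM, 4 h at 37C. Green/red luminescence ratio, filter-overlap corrected, fitted to concentration-response curves.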
KCNH2 3.1 block = blocks the human KCNH2 3.1 channel isoform; hit rate 0.95% among 340,000; activity change, % (tested at about 1.8 µM); AID 720553; U2OS KCNH2 3.1, thallium flux FluxOr; active compounds read low;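 active means maximum activity change below -70%; inconclusive means maximum activity change from -70% to -50%; inactive means maximum activity change above -50%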;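 further: thallium influx rate constant from kinetic fluorescence after stimulation buffer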
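Measured as rate of thallium-driven FluxOr signal in transduced U2OS cells carrying the 3.1 channel, read kinetically for 2 min upon stimulation; values are rate constants scaled to DMSO control wells.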
USP2a block = blocks human ubiquitin-specific protease USP2a | O75604 | USP2 core, Ub-CHOP2 coupled fluorogenic reporter, 485/531 | Potency, µM (series often up to 38.3 µM), without a hit: at the top dose activity change, negative = inhibition, usual class: inhibitors | hit rate 0.01% among 330,000 | AID 463254;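 further: potency means the concentration at half of the fitted maximal effect; plate controls were DMSO wells for no effect and full inhibition by NEM control for full effect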
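Deubiquitinase activity read as fluorescence (485/531 nm) after Ub-CHOP2 cleavage activates the enterokinase reporter on its substrate; USP2 core 10nM, Ub-CHOP2 and substrate 25nM each, 30min compound preincubation then 60min RT; data normalized to NEM, curves fitted.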
Coupling enz = inhibits coupling enzyme system, counter-screen for aldolase hits; coupling enzyme system counterscreen, AmpLite Red fluorescence; activity change, negative = inhibition, % at 58.2 µM, hits read low; hit rate 0.67% among 290,000; AID 2472; in the data active means activity change below about -30%
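Counterscreen lacking aldolase: glyceraldehyde-3-phosphate coupling-enzyme reagent preincubated 10 min at RT with compound (at 57.5 uM final), then substrate/coupling system with AmpLite Red added; fluorescence read at 525/598 nm after 20 min RT.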
GALK inhibitor = galactokinase (human) inhibition. P51570. Purified GALK, Kinase-Glo residual ATP luminescence. Potency, µM (titrated, usually from 57.5 µM), for inactives: top-dose activity change, negative = inhibition, usual class: inhibitors. hit rate 0.007% among 270,000; further: potency means the concentration at half of the fitted maximal effect
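Human GALK (5 nM) with 35 uM ATP and 100 uM galactose in 20 mM HEPES pH 8.0, 5 mM MgCl2, 60 mM NaCl, 1 mM DTT, 0.01% BSA. After 1 h at room temperature, leftover ATP was read by Kinase-Glo Plus luminescence.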
Giardia kill = Giardia lamblia killing. hit rate 0.15% among 340,000. Giardia lamblia trophozoite viability. activity change, % at 7.66 µM, hits read low; in the data active means activity change below about -80%; inconclusive means between about -30% and that limit;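 further: parasites exposed to compound for two days anaerobically before the ATP read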
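Trophozoites 100 cells/well + cpd; 48 hrs, 37 deg C, anaerobic. ATPLite 1-Step added, 15-30 min RT, luminescence read (ATP-based viability).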
Eya2 phos inh = inhibitors of human Eya2 phosphatase activity; Potency, µM (doses to about 76.9 µM), for inactives: top-dose activity, negative = inhibition, usual class: inhibitors; hit rate 0.006% among 330,000; O00167; recombinant Eya2, OMFP fluorescence dephosphorylation (OMFP is methylfluorescein phosphate); AID 488837; further: potency means the concentration at half of the fitted maximal effect
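Eya2 protein (added as 0.2 uM solution) was preincubated with compound for 10 min at ambient temperature in 50 mM HEPES pH 7.5, 50 mM NaCl, 5 uM MgCl2, 0.05% BSA, 1 mM DTT. OMFP (added at 50 uM) then reacted 10 min; fluorescence read at 485/525 nm.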
uPA generation = blocks generation of uPA at the cell surface | cell surface uPA generation assay, qHTS | Potency, µM (doses to about 38.3 µM), inactives show at the highest dose activity change, negative = inhibition, actives largely listed as inhibitors | hit rate 0.31% among 330,000; active means well fitted inhibition curve with a large enough effect; inconclusive means small, poorly fitted or top-dose-only effect; inactive means no such curve, though single readings can be large or run the other way; tested in mouse RAW 264.7 cells; further: potency means the concentration at half of the fitted maximal effect; nearly all actives have a fitted effect of over 55% in size
B2AR arrestin = recruits beta-arrestin to the human beta2-adrenergic receptor; Potency, µM (highest dose often 46.1 µM), without a hit: at the top dose activation, actives largely listed as activators; AID 492947; beta-arrestin recruitment to beta2AR, cell-based reporter; hit rate 0.02% among 330,000; P07550;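 further: potency means the concentration at half of the fitted maximal effect; 0% = DMSO controls and full agonism = EC100 isoproterenol or metaproterenol; nearly all actives have a fitted effect of over 65% in size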
Target sequence (P07550 whole entry, looked up): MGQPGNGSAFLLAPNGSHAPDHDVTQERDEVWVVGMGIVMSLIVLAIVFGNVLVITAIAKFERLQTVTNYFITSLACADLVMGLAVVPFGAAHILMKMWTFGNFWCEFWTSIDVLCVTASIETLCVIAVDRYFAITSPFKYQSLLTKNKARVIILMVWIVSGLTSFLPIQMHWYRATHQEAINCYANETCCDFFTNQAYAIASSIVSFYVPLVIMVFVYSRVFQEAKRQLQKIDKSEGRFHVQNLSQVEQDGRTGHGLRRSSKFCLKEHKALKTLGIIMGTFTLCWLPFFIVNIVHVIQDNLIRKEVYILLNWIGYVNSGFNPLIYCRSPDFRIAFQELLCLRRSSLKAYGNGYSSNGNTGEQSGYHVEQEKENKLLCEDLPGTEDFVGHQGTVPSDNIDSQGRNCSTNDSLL
* marks the source's active call; other numbers are inactive results; [ ] = another dose, or the depositor's remark. Unless noted, the call rests on the fitted dose curve; in most records, active means well fitted curve in the direction sought with a large enough effect; inconclusive means small, poorly fitted or top-dose-only effect, or another doubt; inactive means no such curve, though single readings can be large; an effect the other way counts as inactive or inconclusive. Unless noted, on the % scale 0 is the no-effect control and ±100 the full control effect.

Start of the listing, in advance (2 entries):
How did CCOc1ccccc1CNS(=O)(=O)c1cnc[nH]1 do in these assays?
KCNH2 WT inh: -22; PKM2 activator: -7%[0.46 µM]; Chronic BCR inh: -4%; KCNH2 3.1 block: -3; USP2a block: 0%; Coupling enz: 1; GALK inhibitor: 0%; Giardia kill: inconclusive; Eya2 phos inh: 3%; uPA generation: 10%; B2AR arrestin: -0.3%

What do the screens show for `Cc1ccc(NC(=S)Nc2ccc(F)cc2)cc1`?
KCNH2 WT inh: 2; PKM2 activator: 1%; Chronic BCR inh: 4%; KCNH2 3.1 block: 13; USP2a block: 0%; Coupling enz: 0; GALK inhibitor: 0%; Giardia kill: 6; Eya2 phos inh: -4%; uPA generation: -26%; B2AR arrestin: 0.1%

Results, previewed entries included:
How did CCOc1ccccc1CNS(=O)(=O)c1cnc[nH]1 do in these assays?
KCNH2 WT inh: -22; PKM2 activator: -7%[0.46 µM]; Chronic BCR inh: -4%; KCNH2 3.1 block: -3; USP2a block: 0%; Coupling enz: 1; GALK inhibitor: 0%; Giardia kill: inconclusive; Eya2 phos inh: 3%; uPA generation: 10%; B2AR arrestin: -0.3%

What do the screens show for `Cc1ccc(NC(=S)Nc2ccc(F)cc2)cc1`?
KCNH2 WT inh: 2; PKM2 activator: 1%; Chronic BCR inh: 4%; KCNH2 3.1 block: 13; USP2a block: 0%; Coupling enz: 0; GALK inhibitor: 0%; Giardia kill: 6; Eya2 phos inh: -4%; uPA generation: -26%; B2AR arrestin: 0.1%

How did CCCCOc1ccc(C(C)NC(=O)C2CCCN(S(=O)(=O)CC)C2)cc1 (configuration not stated) do in these assays?
KCNH2 WT inh: 2; PKM2 activator: 3%; Chronic BCR inh: -2%; KCNH2 3.1 block: -1; USP2a block: 1%; Coupling enz: 2; GALK inhibitor: -2%; Giardia kill: 12; Eya2 phos inh: 2%; uPA generation: 5%; B2AR arrestin: -0.6%

Results for CC(NC(=O)C12CC3CC(CC(C3)C1)C2)C(=O)NCCN(C)C (configuration not stated) ?
KCNH2 WT inh: -1; PKM2 activator: -33%; Chronic BCR inh: 3%; KCNH2 3.1 block: -1; USP2a block: -1%; Coupling enz: -1; GALK inhibitor: 0%; Giardia kill: -14; Eya2 phos inh: 21%; uPA generation: -4%; B2AR arrestin: -0.3%

What do the screens show for `COC(=O)c1ccc2nccnc2c1`?
KCNH2 WT inh: 1; PKM2 activator: -2%; Chronic BCR inh: 6%; KCNH2 3.1 block: -5; USP2a block: 1%; Coupling enz: -5; Giardia kill: -4; Eya2 phos inh: -8%; uPA generation: -2%; B2AR arrestin: -0.6%

How did COc1ccccc1C(=O)NC(CCSC)C(=O)NNC(=O)c1ccncc1 (configuration not stated) do in these assays?
KCNH2 WT inh: 11; Chronic BCR inh: 0%; KCNH2 3.1 block: 4; USP2a block: 0%; Giardia kill: 5; Eya2 phos inh: 5%; uPA generation: 11%; B2AR arrestin: -0.5%

Results for CSc1nc(N)c(C(=O)Nc2ccc([N+](=O)[O-])cc2)s1 ?
KCNH2 WT inh: 9; PKM2 activator: 2%; Chronic BCR inh: inconclusive; KCNH2 3.1 block: 4; USP2a block: 3%; Coupling enz: 1; GALK inhibitor: -3%; Giardia kill: 26; Eya2 phos inh: 11%; uPA generation: 2%; B2AR arrestin: 0.3%

How did Cc1ccc(CN2CCN(C(=O)CC(C)C)CC2)cc1 do in these assays?
KCNH2 WT inh: 7; PKM2 activator: 2%; Chronic BCR inh: -9%; KCNH2 3.1 block: -1; USP2a block: -1%; Coupling enz: 0; GALK inhibitor: 4%; Giardia kill: -5; Eya2 phos inh: 15%; uPA generation: 8%; B2AR arrestin: 0.0%

What do the screens show for `O=C(COC(=O)/C=C/c1ccc(S(=O)(=O)N2CCOCC2)cc1)NCc1ccc(F)cc1`?
KCNH2 WT inh: -2; PKM2 activator: 4%; Chronic BCR inh: 0%; KCNH2 3.1 block: 12; USP2a block: 0%; Coupling enz: 1; GALK inhibitor: 10%; Giardia kill: 2; Eya2 phos inh: -9%; uPA generation: 1%; B2AR arrestin: 0.0%

How did CCc1c(C)nc2ccc(Br)cc2c1Cl do in these assays?
KCNH2 WT inh: 3; PKM2 activator: 6%; Chronic BCR inh: inconclusive; KCNH2 3.1 block: -6; USP2a block: -2%; Coupling enz: 4; GALK inhibitor: -2%; Giardia kill: 6; Eya2 phos inh: -2%; uPA generation: 1%; B2AR arrestin: -0.4%

What do the screens show for `C(=N\Nc1nc(N2CCCC2)nc(N2CCCC2)n1)/c1ccccc1OCc1ccccc1`?
KCNH2 WT inh: 13; PKM2 activator: -3%; Chronic BCR inh: 1%; KCNH2 3.1 block: -39; USP2a block: -4%; Coupling enz: -2; GALK inhibitor: 0%; Giardia kill: -23; Eya2 phos inh: -3%; uPA generation: 1%; B2AR arrestin: 0.0%

Results for Cn1cccc1C(=O)OCc1csc(-c2ccccc2)n1 ?
KCNH2 WT inh: -5; PKM2 activator: 9%; Chronic BCR inh: inconclusive; KCNH2 3.1 block: 8; USP2a block: -9%; Coupling enz: -4; GALK inhibitor: 2%; Giardia kill: -12; Eya2 phos inh: -26%; uPA generation: 0%; B2AR arrestin: 0.1%

Results for O=C(CSc1c2c(nc3ccc(Cl)cc13)CCCC2)NCCCN1CCOCC1 ?
KCNH2 WT inh: -7; PKM2 activator: -2%; Chronic BCR inh: inconclusive; KCNH2 3.1 block: -5; USP2a block: -1%; Coupling enz: 2; GALK inhibitor: -1%; Giardia kill: 0; Eya2 phos inh: -6%; uPA generation: 8.9µM*; B2AR arrestin: 0.0%

How did CCOC(=O)C1=C2SCCN2C(=O)C(C#N)C1(C)C (configuration not stated) do in these assays?
KCNH2 WT inh: -9; PKM2 activator: -11%; Chronic BCR inh: inconclusive; KCNH2 3.1 block: -15; USP2a block: 0%; Coupling enz: -1; GALK inhibitor: 3%; Giardia kill: -5; Eya2 phos inh: -5%; uPA generation: -2%; B2AR arrestin: 0.0%

Results for COc1ccc(N2CCN(C(c3ccc4ncccc4c3)c3nnnn3C(C)(C)C)CC2)cc1 (configuration not stated) ?
KCNH2 WT inh: 0; PKM2 activator: -8%; Chronic BCR inh: -3%; KCNH2 3.1 block: 16; USP2a block: 0%; Coupling enz: -2; GALK inhibitor: 2%; Giardia kill: 3; Eya2 phos inh: -1%; uPA generation: 1%; B2AR arrestin: -0.3%

Results for Cc1ccc(-c2nc(CS(=O)CC(=O)NC3CCCC3)c(C)o2)cc1 (configuration not stated) ?
KCNH2 WT inh: -4; PKM2 activator: -17%; Chronic BCR inh: -1%; KCNH2 3.1 block: 6; USP2a block: -4%; Coupling enz: 1; GALK inhibitor: 2%; Giardia kill: 20; Eya2 phos inh: 9%; uPA generation: -18%; B2AR arrestin: -0.7%

What do the screens show for `CC(=O)Nc1ccc(N/C=C/C(=O)c2ccc(C)cc2)cc1`?
KCNH2 WT inh: -4; PKM2 activator: 9%; Chronic BCR inh: inconclusive; KCNH2 3.1 block: -4; USP2a block: -1%; Coupling enz: -1; GALK inhibitor: 6%; Giardia kill: -1; Eya2 phos inh: -9%; uPA generation: 6%; B2AR arrestin: -0.2%

How did Cc1cc2oc(C(=O)N(Cc3ccccc3)C3CCS(=O)(=O)C3)c(C)c2cc1C (configuration not stated) do in these assays?
KCNH2 WT inh: 1; PKM2 activator: -4%; Chronic BCR inh: -2%; KCNH2 3.1 block: 14; USP2a block: 1%; Coupling enz: -1; GALK inhibitor: -4%; Giardia kill: 8; Eya2 phos inh: -5%; uPA generation: -3%; B2AR arrestin: 4.1%

What do the screens show for `O=C(CSc1ncc(-c2ccc(F)cc2)[nH]1)Nc1cccc(O)c1`?
KCNH2 WT inh: -4; PKM2 activator: 0%; Chronic BCR inh: -10%; KCNH2 3.1 block: -8; USP2a block: 2%; Coupling enz: -2; GALK inhibitor: -5%; Giardia kill: -9; Eya2 phos inh: -8%; uPA generation: 0%; B2AR arrestin: -0.2%

What do the screens show for `COc1ccc(OC)c(NC(=O)NNC(=O)COc2ccc([N+](=O)[O-])cc2)c1`?
KCNH2 WT inh: 6; PKM2 activator: -2%; Chronic BCR inh: -3%; KCNH2 3.1 block: 0; USP2a block: -1%; Coupling enz: 1; GALK inhibitor: -1%; Giardia kill: -5; Eya2 phos inh: 9%; uPA generation: 5%; B2AR arrestin: 1.2%

What do the screens show for `O=c1nc(/C=C/c2ccc(-c3ccc(F)cc3)o2)cc(C(F)(F)F)[nH]1`?
PKM2 activator: 0%; Chronic BCR inh: -2%; USP2a block: 17%; Coupling enz: 0; GALK inhibitor: -2%; Eya2 phos inh: -13%; B2AR arrestin: 0.1%

Compounds as they come (roughly 2.4% active in at least one column).
